# Pol eta inh: DNA polymerase eta (human) inhibition; 1.2% of 390,000 active; AID 588591; Q9Y253; Potency, µM (doses to about 114 µM), for inactives: top-dose activity change, negative = inhibition, usual class: inhibitors; recombinant Pol eta, fluorescent DNA replication assay; also: % is scaled to controls: 0 for no effect and ±100 for the full control effect
#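 Fluorescent replication assay: 50 nM final substrate added after a 15 min room-temperature compound preincubation with 10 nM enzyme. Signal taken at 0 min and again at 10 min.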
# APEX1 inh: APE1 (human) endonuclease inhibition; P27695; recombinant APE1, TAMRA/BHQ-2 abasic DNA cleavage fluorescence; Potency, µM (titrated, usually from 65.8 µM), inactives show at the top dose activity change, negative = inhibition, usual class: inhibitors; 0.35% of 350,000 active;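 also: plate controls were vehicle for no effect and reference inhibitor for full effect; nearly all actives have a fitted effect of over 55% in size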
#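 0.75 nM APE1 + cpd, 15 min RT; start w/ 50 nM TAMRA/BHQ-2 THF-abasic dsDNA; kinetic fluor 525/598 nm ×3 reads @60 s; Δ(read3−read1); normalized to DMSO and NSC13755 control wells.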
# Apoferritin bind: binds horse apoferritin like a general anesthetic; apoferritin/1-aminoanthracene competitive binding, fluorescence; AID 485281; Potency, µM (titrated, usually from 77.5 µM), inactives show at the highest dose activity change, negative = displacement, actives largely listed as inhibitors; 0.074% of 350,000 active; P02791; also: % is scaled to controls: 0 for no effect and ±100 for the full control effect; nearly all actives have a fitted effect of over 20% in size
#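 Read-out: endpoint 1-AMA fluorescence, excitation 380 nm and emission 535 nm, after compounds sit 10 min at room temperature with 10 uM horse-spleen apoferritin in 50% saturated 1-AMA/PBS. Values come from four-parameter Hill fits.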
# POLI inh: blocks human DNA polymerase iota activity; Pol iota fluorescent replication assay, 10 min; Q9UNA4; 1% of 390,000 active; Potency, µM (doses to about 115 µM), for inactives: top-dose activity, negative = inhibition, hits mostly inhibitors
#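 Pol iota at 10 nM preincubated 15 min with compounds at room temperature; reaction started with fluorescent substrate, 50 nM final. Fluorescence read kinetically at 0 and 10 min; buffer-only wells as negative control.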
# Pol beta inh: inhibitors of human DNA polymerase beta | Potency, µM (series often up to 114 µM), inactives show top-dose activity change, negative = inhibition, most hits filed as inhibitors | 1.3% of 340,000 active | AID 485314 | P06746 | Pol beta primer extension/strand displacement, fluorescence kinetic; also: % is scaled to controls: 0 for no effect and ±100 for the full control effect
#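 Kinetic readout of DNA synthesis with strand displacement by Pol beta. Compound and 10 nM enzyme sit 15 min at room temperature; 50 nM substrate starts the reaction, read immediately and at 10 min.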
# G9a block: G9a (human) methyltransferase inhibition. Q96KQ7. G9a H3K9 monomethylation, AlphaScreen, 2 h. Potency, µM (highest dose often 102 µM), for inactives: at the top dose activity, negative = inhibition, hits mostly inhibitors. 8.8% of 350,000 active. AID 504332; also: % is scaled to controls: 0 for no effect and ±100 for the full control effect; nearly all actives have a fitted effect of over 75% in size
#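 Chemiluminescent proximity detection of H3K9 monomethylation, read after 10 min bead incubation in the dark. Reaction: 20 nM G9a, 500 nM biotin-H3K9 peptide, 20 uM SAM cofactor, 2 h, room temperature, following 15 min enzyme-compound preincubation.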
# BLM helicase inh: Bloom syndrome helicase (human) inhibition; Potency, µM (series often up to 56.1 µM), for the others: at the highest dose activity change, negative = inhibition, actives largely listed as inhibitors; AID 2528; P54132; 0.2% of 350,000 active; recombinant BLM DNA unwinding, fluorescence dequenching;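 also: plate controls were vehicle for no effect and no enzyme for full effect; nearly all actives have a fitted effect of over 35% in size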
# BAZ2B inh: inhibitors of human BAZ2B bromodomain. Q9UIF8. AlphaScreen BAZ2B-H3K14Ac peptide displacement. Potency, µM (doses to about 114 µM), for inactives: at the highest dose activity change, negative = inhibition, usual class: inhibitors. 4.4% of 360,000 active; also: % is scaled to controls: 0 for no effect and ±100 for the full control effect; nearly all actives have a fitted effect of over 60% in size
#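 Complex of BAZ2B and biotin-H3K14Ac (50 nM apiece) forms over 30 min at RT, then faces library compounds up to 110 uM for another 30 min; AlphaScreen beads added, 20 min dark incubation, luminescence read.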
# POLK inh: DNA polymerase kappa (human) inhibition | 0.53% of 400,000 active | purified Pol kappa, fluorescent DNA synthesis assay, 10 min | Q9UBT6 | Potency, µM (series often up to 107 µM), without a hit: at the highest dose activity, negative = inhibition, most hits filed as inhibitors | AID 588579; also: % is scaled to controls: 0 for no effect and ±100 for the full control effect
#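 Kinetic fluorescence readout at 0 and 10 min followed reaction start with substrate at 50 nM final. Beforehand, enzyme (10 nM Pol kappa) stood 15 min with compound at room temperature; buffer-only wells were negative controls.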
# The depositor's hits bear a star; ? = inconclusive; · = not tested or not shown; & = joins results of further samples; [ ] = dose if it differs, or a comment. Calls follow the shape of the dose curve; as a rule, active = well fitted curve in the direction sought with a large enough effect; inconclusive = small, poorly fitted or top-dose-only effect, or another doubt; inactive = no such curve, though single readings can be large; an effect the other way counts as inactive or inconclusive. Potency is read from the fitted curve at half-maximal effect.
# Preview:
SMILES,Pol eta inh,APEX1 inh,Apoferritin bind,POLI inh,Pol beta inh,G9a block,BLM helicase inh,BAZ2B inh,POLK inh
CCNC(=O)[C@H]1O[C@@H](n2cnc3c(N)ncnc32)[C@H](O)[C@@H]1O,-9%,14%&0%&-4%,2%&3%&3%,-11%,2%,7%&25%&28%&14%[59 µM],-6%,-7%,-4%[60.1 µM]
COC(=O)C1=C(c2ccc(OCc3ccccc3)cc2)C[C@@H]2CC[C@H]1N2C(=O)NCCN1CCOCC1,-11%,2%,·,-3%,·,·,·,·,-2%
OC(Cc1ccccc1)(c1ccccc1)C1CN2CCC1CC2 (configuration not stated),-16%,-2%,-9%,-4%,1%,-9%,2%,-26%,0%
OCCOc1ccccc1,-21%,26%&4%,·,54%[activator],·,-1%&-26%[12.7 µM],3%,7%,4%
COc1ccccc1CNC(=O)CCC1N=C2c3ccccc3N=C(SCc3cccc(Cl)c3)N2C1=O (configuration not stated),-11%,·,?,17%,0%,0%[59 µM],0%,2%,2%
CC(Cc1ccc(C(C)(C)C)cc1)CN1CCCCC1 (configuration not stated),·,1%,8%,·,·,·,0%,·,12%[60.1 µM]
C[C@@H]1O[C@H](O[C@@H]2CC[C@@]3(C=O)[C@H]4CC[C@@]5(C)[C@@H](C6=CC(=O)OC6)CC[C@@]5(O)[C@@H]4CC[C@]3(O)C2)C[C@H](O)[C@@H]1O,·,3%[21 µM],35%[29.3 µM],·,·,6%[21.5 µM],3%[21.4 µM],·,-15%[12 µM]
COc1ccc(OCCn2c(NC(=O)c3ccc(OC)cc3)nc3ccccc32)cc1,-4%,·,51%[activator],?,-19%,39%[59 µM],-4%,-3%,?
Cc1ccc2c(c1)N(C(=O)CCC(=O)N1CCC3(CC1)OCCO3)CCO2,-16%,26%,4%,10%,43%,1%,-1%,-1%,0%
Cc1ccc(N2C(=O)NC(=O)/C(=C\C=C\c3ccco3)C2=O)cc1,50µM*,?,-2%,18µM*,?,35µM*,-11%,-33%,-100%
CCOc1ccc2nc(N3CCC(C(=O)N4CCC5(CC4)OCCO5)CC3)sc2c1,-13%,0%,-9%,?,11%,56%[activator][12.7 µM],-2%,1%,-2%

# The whole of this part, from the start:
SMILES,Pol eta inh,APEX1 inh,Apoferritin bind,POLI inh,Pol beta inh,G9a block,BLM helicase inh,BAZ2B inh,POLK inh
CCNC(=O)[C@H]1O[C@@H](n2cnc3c(N)ncnc32)[C@H](O)[C@@H]1O,-9%,14%&0%&-4%,2%&3%&3%,-11%,2%,7%&25%&28%&14%[59 µM],-6%,-7%,-4%[60.1 µM]
COC(=O)C1=C(c2ccc(OCc3ccccc3)cc2)C[C@@H]2CC[C@H]1N2C(=O)NCCN1CCOCC1,-11%,2%,·,-3%,·,·,·,·,-2%
OC(Cc1ccccc1)(c1ccccc1)C1CN2CCC1CC2 (configuration not stated),-16%,-2%,-9%,-4%,1%,-9%,2%,-26%,0%
OCCOc1ccccc1,-21%,26%&4%,·,54%[activator],·,-1%&-26%[12.7 µM],3%,7%,4%
COc1ccccc1CNC(=O)CCC1N=C2c3ccccc3N=C(SCc3cccc(Cl)c3)N2C1=O (configuration not stated),-11%,·,?,17%,0%,0%[59 µM],0%,2%,2%
CC(Cc1ccc(C(C)(C)C)cc1)CN1CCCCC1 (configuration not stated),·,1%,8%,·,·,·,0%,·,12%[60.1 µM]
C[C@@H]1O[C@H](O[C@@H]2CC[C@@]3(C=O)[C@H]4CC[C@@]5(C)[C@@H](C6=CC(=O)OC6)CC[C@@]5(O)[C@@H]4CC[C@]3(O)C2)C[C@H](O)[C@@H]1O,·,3%[21 µM],35%[29.3 µM],·,·,6%[21.5 µM],3%[21.4 µM],·,-15%[12 µM]
COc1ccc(OCCn2c(NC(=O)c3ccc(OC)cc3)nc3ccccc32)cc1,-4%,·,51%[activator],?,-19%,39%[59 µM],-4%,-3%,?
Cc1ccc2c(c1)N(C(=O)CCC(=O)N1CCC3(CC1)OCCO3)CCO2,-16%,26%,4%,10%,43%,1%,-1%,-1%,0%
Cc1ccc(N2C(=O)NC(=O)/C(=C\C=C\c3ccco3)C2=O)cc1,50µM*,?,-2%,18µM*,?,35µM*,-11%,-33%,-100%
CCOc1ccc2nc(N3CCC(C(=O)N4CCC5(CC4)OCCO5)CC3)sc2c1,-13%,0%,-9%,?,11%,56%[activator][12.7 µM],-2%,1%,-2%
NC(=O)c1ccc(C(=O)Nc2ccc([As](=O)(O)O)cc2)cc1,·,4%,1%,·,1%,?,-5%,1%,·
CCOc1ccccc1N=C1SCCCN1C,-14%,-2%,-8%,6%,9%,5µM*,0%,3%,-12%
FC(F)(F)C1=NC(C(F)(F)F)=NP(N2CCOCC2)(N2CCOCC2)=N1,-14%,-3%,1%,15%,-9%,-4%[12.7 µM],-3%,5%,-2%
COc1ccc(C2=NS(=O)(=O)N(C)C(C(=O)N3CCC4(CC3)OCCO4)=C2)cc1OC,-13%,6%,2%,3%,24%,-4%,-1%,-18%,8%
O=C(O)C12C3CCCC1C32c1ccccc1 (configuration not stated),-11%,-1%,?,12%,34%,7%[59 µM],-5%,·,-8%
Cc1ccccc1-n1c(O)c(/C=C/C=Nc2ccccc2)c(=O)[nH]c1=O,?,-11%,-13%,79µM*,-3%,2%[59 µM],-8%,5%,-14%
O=c1[nH]c(=S)n(-c2ccc(F)cc2)c(O)c1/C=N/N1CCOCC1,-1%,-2%,-17%,25%,5%,45µM*,-3%,?,-2%
COC(=O)c1ccc(N2CCN(C)CC2)c([N+](=O)[O-])c1,-18%,-1%,-15%,?,2%,-31%,5%,-22%,-15%
O=C(CN1CCN(Cc2cccc(Cl)c2)C1=O)N1CCC2(CC1)OCCO2,-23%,0%,-9%,16%,14%,?,-3%,-2%,-10%
CCOc1ccccc1N1CCN(Cc2cccc(OC)c2OC)CC1,-9%,-7%,-14%,8%,2%,?,1%,?,-11%
Clc1ccccc1CN1CCN(c2ccccc2Cl)CC1,1%,13%,5%,1%,11%,13µM*,-1%,35µM*,-7%
O=c1[nH]c(=S)[nH]c(O)c1N=Nc1cccc(S(=O)(=O)N2CCOCC2)c1,-8%,-1%,-7%,-15%,-8%,50µM*,0%,-22%,10%
COC(=O)CN1C(=O)C2(C(C(=O)OC)=C(N)Oc3ccccc32)C2=C1CC(C)(C)CC2=O (configuration not stated),-10%,14%,-13%,16%,6%,18%[59 µM],-1%,-4%,-2%
COc1cc([C@H]2OC[C@H]3[C@@H]2CO[C@@H]3c2cc(OC)c(O[C@@H]3O[C@H](CO)[C@@H](O)[C@H](O)[C@H]3O)c(OC)c2)cc(OC)c1O[C@H]1O[C@@H](CO)[C@H](O)[C@@H](O)[C@@H]1O,8%,-20%,·,6%,·,·,·,·,-6%
CCCCc1nc2ccccc2c(=O)n1-c1ccc(O)cc1,-13%,3%,-6%,10%,2%,?,5%,1%,-1%
O=C1CC(N2CCC(n3c(=O)[nH]c4ccccc43)CC2)C(=O)N1Cc1ccccc1 (configuration not stated),-8%,-1%,1%,-6%,5%,?,3%,-1%,-14%
COc1ccc(N(C)S(=O)(=O)c2ccc3c(c2)oc(=O)n3C)cc1,-10%,-7%,17%,59%[activator],1%,5%[59 µM],-2%,-3%,-16%
COCCNC(=O)Cn1cc(C=C2C(=O)NC(=O)NC2=O)c2ccccc21,9%,-7%,1%,88%[activator],33%,6%,2%,-3%,-10%
NCCCC(=O)OC1N=C(c2ccccc2Cl)c2cc(Br)ccc2NC1=O (configuration not stated),-9%,5%,-18%,92%[activator],?,?,-6%,-21%,-9%
Fc1ccc(CCNCc2cccc(Cl)c2)cc1,8%,-4%,-11%,-9%,29%,3%[0.501 µM],-2%,-2%,-7%
c1cc2c(cc1C1OC[C@@H]3C(c4ccc5c(c4)OCO5)OCC13)OCO2 (some centres not stated),·,-4%,-9%,·,·,·,-4%,·,-9%[60.1 µM]
c1cc2c(cc1[C@H]1OCC3C1CO[C@@H]3c1ccc3c(c1)OCO3)OCO2 (some centres not stated),-22%,43%,·,43%[activator],·,·,·,·,-3%
C/C=C1/C[C@@H](C)[C@@](C)(O)C(=O)OCC2=CCN3CC[C@@H](OC1=O)[C@@H]23,·,?,-10%,?,·,·,-4%,·,?
COc1ccc2oc3c(c2c1)NC(=O)CN=C3c1ccccc1,-4%,13%,-9%,15%,32%,·,-3%,-7%,10%
c1csc(-c2nnc(Cc3cccc4ccccc34)o2)c1,-8%,17%,-2%,1%,-1%,-10%[59 µM],-9%,35%,-11%
CN1C(=O)/C(=C\c2ccc(N3CCCCC3)o2)C(=O)NC1=S,-29%,6%,14%,?,-13%,32µM*,-1%,-25%,-3%

# Compound activity (PubChem BioAssay)

# Some of the compounds tested (hit frequency here may not be typical).
